# GLP1R inv ag = GLP-1 receptor (human) inverse agonism; Potency, µM (doses to about 38.3 µM), for the others: at the top dose activity change, negative = inhibition, usual class: inhibitors; HEK293 GLP-1R CRE-luciferase, luminescence, 24 h; GLP-1R form is constitutively active; 410,000 compounds, 1.6% hits; also: potency is read from the fitted curve at half-maximal effect; % is scaled to controls: 0 for no effect and ±100 for the full control effect; nearly all actives have a fitted effect of over 55% in size
#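 Luminescence readout: a drop in cAMP-driven luciferase signal flags inverse agonism at a constitutively active GLP-1R stably expressed in HEK293. Compound exposure lasted 24 hr at 37 deg C, 5% CO2.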
# FUS suppressor = rescues growth of FUS-expressing yeast; 390,000 compounds, 0.24% hits; Potency, µM (highest dose often 76.6 µM), inactives show at the top dose growth rescue (activation), usual class: activators; S. cerevisiae FUS-expressing, growth rescue, OD600, 24 h;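 also: potency is read from the fitted curve at half-maximal effect; plate controls were DMSO vehicle for no effect and reference control for full effect; nearly all actives have a fitted effect of over 55% in size; some results filed as inactive show a strong effect at the top dose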
#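 Restored growth of FUS-toxic S. cerevisiae, read as 600 nm absorbance after 24 h at 30C in galactose medium (starting OD 0.005). Controls CP55940 and DMSO.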
# PTHR1 ag = PTHR1 (human) receptor agonism; Q03431; HEK293 GP2 PTHR1 cells, GloSensor cAMP luminescence, 1 h; Potency, µM (doses to about 115 µM), for inactives: at the top dose activation, most hits filed as activators; 410,000 compounds, 0.075% hits; also: potency is read from the fitted curve at half-maximal effect; nearly all actives have a fitted effect of over 55% in size; some results filed as inactive show a strong effect at the top dose; inactives centre near -15; many of its hits are not listed in these tables
# Target sequence (Q03431 whole entry, looked up): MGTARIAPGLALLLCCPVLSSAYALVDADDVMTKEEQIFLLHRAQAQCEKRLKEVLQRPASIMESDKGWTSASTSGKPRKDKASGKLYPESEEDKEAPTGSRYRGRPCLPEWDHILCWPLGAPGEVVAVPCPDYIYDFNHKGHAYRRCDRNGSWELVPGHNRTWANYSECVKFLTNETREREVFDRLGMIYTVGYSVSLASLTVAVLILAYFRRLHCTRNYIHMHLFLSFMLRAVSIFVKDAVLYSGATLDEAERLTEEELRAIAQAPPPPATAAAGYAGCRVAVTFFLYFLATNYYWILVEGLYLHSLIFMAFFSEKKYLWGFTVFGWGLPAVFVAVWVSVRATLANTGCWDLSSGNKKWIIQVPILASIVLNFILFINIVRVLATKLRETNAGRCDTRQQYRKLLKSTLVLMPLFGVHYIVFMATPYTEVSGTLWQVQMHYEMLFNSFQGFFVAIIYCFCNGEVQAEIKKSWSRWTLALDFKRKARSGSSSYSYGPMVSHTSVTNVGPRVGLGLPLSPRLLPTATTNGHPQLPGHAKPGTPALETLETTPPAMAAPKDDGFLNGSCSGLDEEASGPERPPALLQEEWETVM
#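 HEK-293-derived GP2 cells expressing PTHR1 and a GloSensor cAMP reporter, 3,000/well, plated overnight, given luciferin plus IBMX (each 0.5 mM as added) for 1 h at 37 °C, then compound for 1 h at 37 °C. Luminescence was read after 15 min at room temperature.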
# DRD3 antagonist = blocks the human D3 dopamine receptor | P35462 | D3R cells, DiscoveRx beta-arrestin luminescence, antagonist mode; hits give low values | max response, negative = inhibition, % | 360,000 compounds, 2.5% hits | AID 652054; in the data active = max response below about -50%; inconclusive = no clear call, values can overlap the other calls; also: % is scaled to controls: 0 for no effect and ±100 for the full control effect; mostly tested at two doses, the higher about 12 µM
# Target sequence (P35462 whole entry, looked up): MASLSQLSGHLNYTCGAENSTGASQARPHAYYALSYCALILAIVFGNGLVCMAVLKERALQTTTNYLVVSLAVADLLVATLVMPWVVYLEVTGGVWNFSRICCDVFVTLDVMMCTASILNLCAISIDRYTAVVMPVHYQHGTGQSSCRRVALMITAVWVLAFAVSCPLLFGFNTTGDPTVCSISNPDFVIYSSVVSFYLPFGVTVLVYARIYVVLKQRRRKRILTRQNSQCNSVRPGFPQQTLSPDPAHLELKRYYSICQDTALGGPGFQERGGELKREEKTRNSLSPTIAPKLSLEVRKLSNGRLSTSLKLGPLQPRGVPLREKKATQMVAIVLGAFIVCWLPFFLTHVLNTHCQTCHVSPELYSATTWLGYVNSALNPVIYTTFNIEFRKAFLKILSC
#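 Cells expressing the human receptor were seeded at 1500 cells/well, incubated overnight at 37 degrees C in 5% CO2, then exposed to library compounds with dopamine controls for 90 minutes at 37 degrees C before luminescent detection.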
# Abeta rescue = compounds reversing amyloid beta toxicity in yeast. yeast expressing A-beta42, growth rescue, OD600, 48 h; response scale: 0% DMSO, 100% iron-clioquinol control. Potency, µM (top dose mostly 46.1 µM), inactives show at the highest dose growth rescue, usual class: activators. AID 1347071. 410,000 compounds, 0.063% hits; also: potency is read from the fitted curve at half-maximal effect; nearly all actives have a fitted effect of over 55% in size
#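 Yeast growth medium received pinned compounds, then yeast cells expressing toxic A-beta were added; plates incubated at 30 C for 48 hr. Growth read as absorbance at 600 nm, normalized to DMSO and equimolar FeCl3 plus clioquinol controls.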
# GLP1R ag = agonists of human GLP-1 receptor; P43220; HEK293 GLP-1R CRE-luciferase, luminescence, 4-6 h; cells express a hypersensitive GLP-1R form; Potency, µM (series often up to 45.6 µM), for the others: at the highest dose activation, usual class: activators; 380,000 compounds, 0.007% hits; also: potency is read from the fitted curve at half-maximal effect; % of control where 0% means no effect
# TDP-43 yeast inh = TDP-43 toxicity inhibition in yeast; TDP-43 expressing yeast growth rescue, BacTiter-Glo, 24 h; Potency, µM (highest dose often 46.1 µM), inactives show at the highest dose growth rescue (activation), usual class: activators; 410,000 compounds, 1.8% hits; AID 652104; also: potency is read from the fitted curve at half-maximal effect; % of control where 0% means no effect; nearly all actives have a fitted effect of over 50% in size
#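 Galactose-induced TDP-43 yeast, OD600=0.02, compound pinned; 24 hr, 30 deg C; BacTiter-Glo luminescence for growth. Inhibitors of TDP-43 toxicity read as activators.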
# Akt phos inh = Akt phosphorylation inhibition; Neuro2A IGF-stimulated pAkt S473 HTRF, 20 min; hits give low values; 360,000 compounds, 0.32% hits; AID 651550; activity change, % for hits at 50 µM; in the data active = activity change below about -80%; inconclusive = mostly about -51% to -80%; also: % is scaled to controls: 0 for no effect and ±100 for the full control effect
#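 Neuro2A cells in DMEM with 0.5% FBS, overnight at 37 deg C, given compound at single 50 µM final, then IGF (6 nM final) for 20 min at 37 deg C. Lysed; phospho-Akt Ser473 by HTRF after 24 h, 665/615 ratio.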
# aSyn rescue = alpha-synuclein toxicity inhibition in yeast | Yeast expressing alpha-synuclein, growth rescue, BacTiter-Glo, 24 h | Potency, µM (doses to about 46.1 µM), for inactives: at the highest dose growth rescue (activation), usual class: activators | 370,000 compounds, 0.14% hits | AID 652106; also: potency is read from the fitted curve at half-maximal effect; % of control where 0% means no effect; nearly all actives have a fitted effect of over 65% in size
#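 Readout is rescue of growth in alpha-synuclein-expressing yeast, so inhibitors of toxicity appear as activators. Growth after 24 hr at 30 deg C in galactose medium is quantified by luminescence.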
# * marks the source's active call; other numbers are inactive results; i = inactive; ? = inconclusive; nt = not tested or not shown; & = joins results of further samples; [ ] = another dose, or the depositor's remark. Unless noted, calls follow the shape of the dose curve; as a rule, active = well fitted curve in the direction sought with a large enough effect; inconclusive = small, poorly fitted or top-dose-only effect, or another doubt; inactive = no such curve, though single readings can be large; an effect the other way counts as inactive or inconclusive.
# Values run as follows: GLP1R inv ag, FUS suppressor, PTHR1 ag, DRD3 antagonist, Abeta rescue, GLP1R ag, TDP-43 yeast inh, Akt phos inh, aSyn rescue
> Cc1ccsc1C(=O)C1CCCN(Cc2cnc(N3CCOCC3)s2)C1 (centres undefined)
→ 7.9%, 4.0%, -9.7%, -4.5, -2.8%, 12.3%, 5.7%, i, -3.5%
> O=c1c2ccccc2nc(/C=C\c2ccccc2F)n1-c1ccc(O)cc1
→ 49.7%[activator], -5.8%, i, nt, -3.4%, nt, 11.9%, nt, nt
> CC(=NCc1cccnc1)c1c(O)n(-c2ccccc2C)c(=O)[nH]c1=O
→ 4.8%, 2.2%, -5.8%[57.5 µM], 15.2, 1.0%, 11.3%, -13.1%, i, 0.9%
> CCC(=O)c1ccc(OCC(=O)N2CCN(CC(=O)Nc3ccc(C)cc3)CC2)cc1
→ 4.5%, -2.9%, -24.9%, -22.8, -1.7%, 9.0%, 21.2%, i, -0.2%
> CN1CCN(c2nccc3c2ncn3C)CC1
→ 10.0%, -3.0%, -0.5%, -64.0*, -6.0%, -0.7%, -2.8%, i, 0.1%
> Cc1nn(CC(C)C)c(Cl)c1C(=O)NC1CCCCC1
→ ?, 4.6%, i, 4.1, 10.7%, 14.8%, ?, i, 2.3%
> COc1ccccc1C1C([N+](=O)[O-])=C(N)Oc2c1c(=O)oc1ccccc21 (centres undefined)
→ 4.6%, 19.5%, -24.4%, 15.3, -4.1%, -6.9%, 7.5%, i, 0.1%
> COc1ccccc1C=C1C(=O)NC(=S)NC1=O
→ 7.7%, 44.6%, -45.2%[inhibitor], -22.5, 10.8%, -1.3%, -3.1%, i, -4.0%
> Cc1cc(Oc2ccc(C(F)(F)F)cc2[N+](=O)[O-])c2c3c(c(=O)oc2c1)CCCC3
→ 5.0%, 8.1%, -21.9%, 6.1, 5.8%, -2.5%, -4.8%, i, -1.7%
> C[N+]1(C)C2CCC1CC(OC(=O)C(CO)c1ccccc1)C2 (centres undefined)
→ 17.5%, -40.6%, i, 2.9, -2.2%, 6.0%, 19.9%, i, -1.1%&1.5%&4.1%
> O=C1CC(=O)N(Cc2ccccc2)C(=O)N1
→ 16.2%, nt, i, -4.9, 0.0%, 2.5%, 19.6%, i, -10.7%
> Cc1ccc(S(=O)(=O)N2CCCCC2)cc1NC(=O)CN1CC=C(c2ccccc2)CC1
→ 0.0%, nt, -21.1%, -25.9, 9.6%, -11.4%, 1.6%, i, 6.4%
> COc1ccc(CCCc2nnc(SCC(=O)Nc3ccc(C)c(C)c3)o2)cc1
→ 0.5%&0.0%, 5.1%&10.0%, -37.6%[inhibitor], 15.9, -15.2%&15.6%, 19.3%, 35.9%&-10.8%, i, 4.3%
> Cc1nc2ccc(Cl)cc2c(=O)n1-c1cccc(Cl)c1
→ -12.1%, -0.4%, i, 6.6, 25.2%, 3.5%, 28.2%, i, -1.0%
> CC(=O)Nc1ccc(C(=O)C(Cc2ccccc2)N(C)C)cc1 (centres undefined)
→ -8.6%, 39.9%, i, -9.1, -1.6%, 5.4%, -18.4%, i, 10.2%
> O=C(c1ccc(Cl)cc1)C1CCCN(Cc2ccc3c(c2)OCCO3)C1 (centres undefined)
→ ?, 14.3%, -8.9%, -27.8, 13.3%, 2.8%, -10.9%, i, 7.4%
> CC1Cc2ccccc2N1Cc1cccc(S(=O)(=O)N(C)C)c1 (centres undefined)
→ ?, 16.3%, -38.1%[inhibitor], 2.0, 9.2%, 17.2%, 12.2%, i, 3.7%
> O=C1NC(=O)N(Cc2ccco2)C(=O)/C1=C/C=C/c1ccco1
→ ?, ?, -33.0%[inhibitor], -12.5, -1.4%, 1.8%, -12.4%, i, -3.0%
> COc1ccc(-c2nnn(CC(=O)OC3CCCCC3)n2)cc1OC
→ 3.4%, 25.4%, -33.5%[inhibitor], 17.6, -19.4%, ?, ?, i, 2.0%
> CCOc1cc(CNCCc2c[nH]c3ccccc23)cc(Cl)c1OCC
→ 11.2µM*, nt, i, -75.6*, -3.4%, -4.7%, 0.0%, i, -7.4%

# Structures shown so far that contain an NH in an aromatic ring (2):
# Values run as follows: GLP1R inv ag, FUS suppressor, PTHR1 ag, DRD3 antagonist, Abeta rescue, GLP1R ag, TDP-43 yeast inh, Akt phos inh, aSyn rescue
> CC(=NCc1cccnc1)c1c(O)n(-c2ccccc2C)c(=O)[nH]c1=O
→ 4.8%, 2.2%, -5.8%[57.5 µM], 15.2, 1.0%, 11.3%, -13.1%, i, 0.9%
> CCOc1cc(CNCCc2c[nH]c3ccccc23)cc(Cl)c1OCC
→ 11.2µM*, nt, i, -75.6*, -3.4%, -4.7%, 0.0%, i, -7.4%

# (listing goes on)
# Values run as follows: GLP1R inv ag, FUS suppressor, PTHR1 ag, DRD3 antagonist, Abeta rescue, GLP1R ag, TDP-43 yeast inh, Akt phos inh, aSyn rescue
> COC(=O)C1=C(c2cc3ccccc3o2)C[C@@H]2CC[C@H]1N2C(=O)NCCCOC(C)C
→ -7.4%, 21.4%, i, 7.6, 7.1%, 1.3%, 9.4%, i, 3.9%
> Cn1cnc(CCN)c1
→ 13.0%, -32.1%, -10.1%, -77.1*, -6.1%, -5.5%, 7.5%, i, 5.5%&4.4%
> CCOC(=O)C1(CCc2ccccc2)CCN(CC(O)CO)CC1 (centres undefined)
→ -26.8%, -8.9%, i, 44.6, -6.0%, 6.5%, 1.1%, i, -2.0%
> CCCN1CCCC(C(=O)c2cc(C)c(OC)c(C)c2)C1 (centres undefined)
→ ?, 20.4%, i, ?, -0.1%, 3.5%, 5.7%, i, -11.3%
> COc1ccc(OCC(=O)N2CCN(Cc3ccc4c(c3)OCO4)CC2)cc1
→ ?, -3.7%, -7.4%, 0.6, 11.5%, -2.2%, 4.2%, i, -0.1%
> COc1ccc(NC(=O)Nc2cccc3cccnc23)cc1
→ 0.0%, 30.2%, -20.8%[57.5 µM], -66.6*, -49.7%[inhibitor], 1.0%, -2.3%, nt, -35.2%[inhibitor]
> CC(=O)Nc1ccc(S(=O)(=O)N2Cc3ccccc3-n3nncc3C2)cc1
→ 7.4%, -0.9%, -22.8%, 15.7, -10.7%, 3.1%, 6.3%, i, -6.4%
> O=C(C(=O)N1CCOCC1)c1cn(Cc2ccccc2Cl)c2ccccc12
→ -11.7%, -1.6%, -24.9%, 2.5, nt, 5.0%, 27.9%, i, 12.8%
> CC(=O)N1N=C2C3CCN(CC3)C2C1c1ccc(C)cc1 (centres undefined)
→ 5.7%, -23.4%, i, 5.6, 3.2%, 2.4%, 10.1%, i, 0.3%
> COc1ccc(CCN2CCCC(CN(C)C(=O)c3cc(C)oc3C)C2)cc1 (centres undefined)
→ 8.1%, 13.7%, -11.4%, 4.4, -4.2%, -3.6%, 1.6%, i, 2.3%
> CCCC1(CCC)C(=O)NC(=Nc2ccccc2)NC1=O
→ -4.0%, -2.4%, i, -13.7, -15.9%, -5.8%, -14.2%, i, -8.9%
> O=Cc1c(C(=O)O)n(Cc2ccccc2Cl)c2ccccc12
→ 7.2%, -14.9%, -25.1%, -3.0, 0.8%, -3.2%, -1.5%, i, 0.5%
> COc1ccc(/C=N\NC(=O)c2cccc(F)c2)cc1COc1ccccc1
→ ?, 17.3%, 12.1%, 0.0, -7.4%, ?, -40.4%[inhibitor], i, 9.8%
> COc1cccc(C(=O)N2C[C@H]3C[C@@H](C2)c2cccc(=O)n2C3)c1
→ -16.7%, -7.9%, -9.8%, 13.0, -8.1%, 0.8%, 11.8%, i, -7.9%
> Cc1ccc(C2(O)CC(C)N(C)CC2C)cc1 (centres undefined)
→ -17.5%, -14.6%, i, -8.2, -3.6%, -6.5%, 6.8%, i, -16.5%
> O=C(C(=O)N1CCOCC1)c1cn(CCCOc2ccccc2)c2ccccc12
→ ?, -4.5%, -1.9%, -13.0, 6.6%, 2.2%, 9.6%, i, 5.7%
> CCn1c(O)c(C=Nc2ccc(N3CCOCC3)cc2)c(=O)n(CC)c1=S
→ 0.0%, 12.8%, -6.7%[57.5 µM], -4.3, -11.4%, -6.8%, 5.9%, i, -7.1%
> CC1=[N+]([O-])C2(N)CCc3nonc3C2(O)C1 (centres undefined)
→ 13.9%, 26.9%, i, 20.4, 4.8%, -13.8%, 8.1%, i, -0.5%
> COC(=O)C1=C(c2cccc(OCc3ccccc3)c2)C[C@@H]2CC[C@H]1N2C(=O)NCCCOC(C)C
→ ?, ?, -38.6%[inhibitor], -23.0, -8.5%, 7.9%, -3.8%, i, -7.1%
> CCCNC(=O)N1C2CCC1CC(O)(c1cccnc1)C2 (centres undefined)
→ 50.4%[activator], -8.8%, i, -1.4, 5.3%, -1.8%, 8.8%, i, -4.1%
> CCCCCn1c(=O)c(C(=O)Nc2ccccc2C)c(O)c2ccccc21
→ -20.8%, -21.4%, -12.6%, 16.7, 3.3%, -0.7%, -0.2%, i, -7.7%
> CCC(C)NC(=O)CN1C(=O)CN=C(c2ccccc2)c2ccccc21 (centres undefined)
→ -31.5%, 2.4%, -22.5%, -16.8, -2.4%, 5.0%, -12.2%, i, 1.3%
> NS(=O)(=O)OC(CCc1ccccc1)C(Cl)(Cl)Cl (centres undefined)
→ ?, -24.6%, -9.7%, 5.4, ?, 6.7%, 28.4%, i, 4.0%
> CCOc1ccc(-n2c(O)c(N=Nc3c(C)n(C)n(-c4ccccc4)c3=O)c(=O)[nH]c2=O)cc1
→ 8.2%, 27.4%, -9.8%, -21.4, -11.8%, 8.9%, -0.2%, i, -0.6%
> Cc1ccccc1-n1c(O)c(/C=N/NC(=O)c2ccncc2)c(=O)[nH]c1=O
→ 9.3%, 41.7%, i, ?, 7.4%, 2.3%, -22.5%, i, -2.6%
> Cc1nc2cc(C(F)(F)F)ccc2n1C1CCN(Cc2nnnn2Cc2ccc3c(c2)OCO3)CC1
→ ?, ?, -13.0%[57.5 µM], -23.4, 0.9%, -9.7%, 3.4%, i, 6.6%

# Only part of the results is shown (hit frequency here may not be typical).
